# Source: PubChem BioAssay (several laboratories)
# bIAP activator – increases bovine intestinal alkaline phosphatase activity. purified bovine IAP, CDP-star luminescence, 30 min; stronger effect = higher value; fold of DMSO-control signal, blank-subtracted. activation factor at 20 µM. hit rate 0.17% among 200,000. AID 1016;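 active = activation factor of 2 or more at 20 µM, a signal rise over negative controls twice the positive control's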
# PPARg SRC-3 ag – PPARgamma-driven SRC-3 recruitment agonism. P37231. biochemical PPARgamma/SRC-3 coactivator recruitment assay. activation, % at 8 µM. hit rate 0.26% among 200,000. AID 731; in the data active = activation above about 23%;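 note: 0% = DMSO and 100% = reference agonist; some compounds past the cut are filed as inactive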
# Target sequence (P37231 whole entry, looked up): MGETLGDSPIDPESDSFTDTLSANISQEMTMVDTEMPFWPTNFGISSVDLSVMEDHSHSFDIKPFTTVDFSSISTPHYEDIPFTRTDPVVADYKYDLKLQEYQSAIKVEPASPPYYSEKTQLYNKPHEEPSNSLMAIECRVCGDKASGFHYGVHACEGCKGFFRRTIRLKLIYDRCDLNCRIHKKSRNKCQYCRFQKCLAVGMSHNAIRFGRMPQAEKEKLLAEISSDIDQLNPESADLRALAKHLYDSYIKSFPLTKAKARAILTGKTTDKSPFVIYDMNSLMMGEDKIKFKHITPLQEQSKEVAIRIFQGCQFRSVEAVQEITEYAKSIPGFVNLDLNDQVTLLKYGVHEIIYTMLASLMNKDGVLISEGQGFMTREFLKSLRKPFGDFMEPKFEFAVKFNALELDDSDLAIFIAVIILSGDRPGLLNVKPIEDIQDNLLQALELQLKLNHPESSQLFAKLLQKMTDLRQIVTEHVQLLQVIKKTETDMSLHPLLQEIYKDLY
# TR-FRET SRC-2 ct – counter-screen for PPARgamma SRC-2 recruitment agonists: TR-FRET artefact | stronger effect = higher value | TR-FRET ratio at 8 µM | hit rate 0.4% among 200,000; in the data active = TR-FRET ratio above about 2000; note: inactives centre near 1500; reference of the scale not given here
# PPARg SRC1 recr – promotes SRC-1 coactivator recruitment by human PPARgamma; PPARgamma-SRC-1 coactivator recruitment biochemical assay; hit rate 0.41% among 200,000; activation, % at 8 µM; P37231; in the data active = activation above about 19%;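 note: 0% = DMSO and 100% = reference agonist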
# L major viab – inhibitors of Leishmania major promastigote growth | Leishmania major promastigotes, resazurin fluorescence viability | inhibition, % at 10 µM | hit rate 9% among 200,000; in the data active = inhibition above about 50%;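 note: promastigotes grown with compound for 44 hours at 28 °C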
# S1P3 antagonist – S1P3 (human) receptor antagonism | Q99500 | CHO S1P3 NFAT-BLA reporter, FRET fluorescence, antagonist mode | inhibition, % at 4.98 µM | hit rate 0.27% among 170,000 | AID 485;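 active = inhibition above the plate cutoff, the mean inhibition of test wells on that plate plus 3 SD, cut at about 28% in these data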;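 note: cells challenged with S1P at its EC80 of 0.8 µM; blue over green emission ratio from cleaved BLA substrate after 4 h stimulation; 0% = S1P-stimulated wells and 100% = unstimulated DMSO-only wells; some compounds past the cut are filed as inactive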
# TLR4 MyD88 comp – TLR4-MyD88 interaction inhibition in cells | HeLa CL3-4 TLR4/MyD88 BLA complementation, FRET ratio | inhibition, % at 8.4 µM | O00206+Q99836 | AID 861 | hit rate 0.18% among 200,000; in the data active = inhibition above about 25%;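 note: 0% = vehicle and 100% = reference inhibitor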
# bIAP inh – blocks bovine intestinal alkaline phosphatase activity; inhibition, % at 20 µM; 190,000 tested, under 10 active; AID 1019; purified bovine IAP, CDP-star luminescence, 30 min;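 active = over 50% inhibition of intestinal alkaline phosphatase at 20 µM in the single-dose screen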
#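 Incubation: 30 min reaction at room temperature / Material: purified bovine intestinal alkaline phosphatase (IAP) enzyme / Input: enzyme at 1/65,000,000 dilution / Dosing: 20 µM single dose / Signal: CDP-star luminescence signal / Reagent: CDP-star chemiluminescent phosphatase substrate, 30 µM final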
# ROMK primary – modulators of human ROMK potassium channel; P48048; Tet-inducible ROMK, thallium flux fluorescence; actives lie on both sides; B-score at 10 µM; hit rate 2% among 130,000; AID 1918;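 active = signal ratio slope over the read window, or its plate-corrected B-score, at least 3 SD from the plate mean, either direction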;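 note: B-score of the F/F0 ratio slope over 7 to 12 s after thallium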
# Target sequence (P48048 whole entry, looked up): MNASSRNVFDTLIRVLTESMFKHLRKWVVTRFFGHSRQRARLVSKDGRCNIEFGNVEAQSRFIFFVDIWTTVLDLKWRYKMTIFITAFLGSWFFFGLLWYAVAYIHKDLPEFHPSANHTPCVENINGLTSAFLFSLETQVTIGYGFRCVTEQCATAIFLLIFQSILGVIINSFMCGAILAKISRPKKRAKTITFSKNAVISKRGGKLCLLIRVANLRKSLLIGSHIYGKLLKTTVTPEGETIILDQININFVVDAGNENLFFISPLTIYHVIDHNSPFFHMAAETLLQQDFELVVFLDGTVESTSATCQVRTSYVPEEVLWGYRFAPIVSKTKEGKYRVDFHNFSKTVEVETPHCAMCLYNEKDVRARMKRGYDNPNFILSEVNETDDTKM
# Redox H2O2 prof – compounds producing H2O2 with reducing agent – biochemical, NIH compound library profiling, artefact control for MLSCN library redox annotation, primary screen; DTT-dependent redox cycling H2O2, phenol red/HRP absorbance; 100% = 100 µM peroxide control, 0% = buffer; activation, % at 10 µM; hit rate 0.03% among 200,000; AID 878;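 active = activation of at least 50% relative to the plate's high and low controls in the primary single-dose screen; inactive = activation below 50%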;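 note: compound incubated with DTT at 0.8 mM final as the reducing agent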
# PPARg SRC2 recr – agonists of SRC-2 recruitment by human PPARgamma; P37231; PPARgamma LBD-SRC-2 recruitment, biochemical; activation, % at 8 µM; hit rate 0.34% among 200,000; in the data active = activation above about 22%;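 note: 0% = vehicle and 100% = reference agonist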
# An asterisk follows results filed as active; nt = not tested or not shown. Rows are unselected (roughly 11% active in at least one column).
SMILES,bIAP activator,PPARg SRC-3 ag,TR-FRET SRC-2 ct,PPARg SRC1 recr,L major viab,S1P3 antagonist,TLR4 MyD88 comp,bIAP inh,ROMK primary,Redox H2O2 prof,PPARg SRC2 recr
O=S(=O)(/C=C/c1ccccc1)N1CCN(Cc2ccccc2)CC1,1.1,-2,1578,4,78*,-4,-10,-6,-0.67,-0.5,3
CCn1cc(C(=O)NC(C)C2CC3CCC2C3)cn1 (stereo not given),0.9,1,1730,7,15,7,-5,8,nt,-0.2,-7
COc1ccc(Br)cc1/C=N/NC(=O)c1ccc(COc2ccc3c(c2)CCC3)o1,0.9,1,1660,-3,2,nt,-9,14,nt,-7.2,9
CCCCN(CC)C(=O)CSc1nc2c(sc(=S)n2-c2ccc(OCC)cc2)c(=O)[nH]1,1,4,1598,7,-4,-27,8,5,2.8*,-0.3,11
CCOc1cc(NC(=S)NCCCN2CCOCC2)c(OCC)cc1NC(=O)c1ccccc1C,1,5,1546,-6,2,-11,2,-4,-0.44,0.1,0
COc1ccc(Br)cc1CN1CCN(C(=O)c2ccc(F)cc2)CC1,1,4,1591,-2,-1,-13,-21,-3,-0.71,-0.1,5
Cc1cccc(N(C(=O)c2snc(C(N)=O)c2N)C(C(=O)NCC2CCCO2)c2cccs2)c1 (stereo not given),1,1,1460,1,22,-14,-1,2,-0.13,1.8,7
Cc1nc(-c2ccc(C(=O)Nc3ccc(F)cc3)cc2)cs1,1,7,1829,9,-7,8,-2,-3,-0.82,-0.8,13
COc1ccc(NS(=O)(=O)c2ccc(NC(=O)c3ccccc3Br)cc2)nn1,0.9,6,1686,5,-10,-15,-12,9,0.47,0.0,1
CCCc1nn(C)c(C(=O)Nc2ccc(CC)cc2)c1Cl,0.9,-1,1463,-6,-5,-6,3,9,0.39,-0.2,0
Cc1cc(C)n(-c2cc(Cl)cc(Cl)c2)c(=O)c1C#N,0.9,2,1753,3,-2,nt,2,12,nt,-0.2,17
CN(C)c1ccc(-n2cccc2/C=C/[N+](=O)[O-])cc1,0.9,9,1728,9,97*,2,7,10,nt,-1.3,2
C=CCn1c(SCC(=O)NC(N)=O)nnc1-c1cc2c(s1)CCC(CC)C2 (stereo not given),1,2,1697,8,-2,-10,5,-4,nt,0.2,6
O=C(O)CCc1ccc(-c2cccs2)n1NC(=O)c1ccc(Cl)cc1,1,-5,1558,6,-1,nt,-1,3,0.13,0.4,2
Cc1ccc(CNc2ncc(-c3ccccc3)n2C)o1,1,-1,1650,0,4,-14,2,-4,-0.94,-1.8,-1
CNCc1ccccc1Sc1ccc(OC)cc1,0.9,-4,1433,5,9,nt,-15,11,-1.8,-7.7,4
COc1ccc(-c2ccc(CCC(=O)O)n2-c2ccc(O)cc2)cc1,1,0,1476,0,-1,-16,3,-4,1.2,-0.4,3
Cc1ccc(NCc2nc3ccccc3n2CCOc2ccccc2)cc1,1,4,1381,0,38,3,-7,-1,nt,0.3,-8
COc1ccc(-n2c(-c3cnccn3)n[nH]c2=S)cc1,0.9,1,1435,4,-1,nt,-2,11,nt,2.0,-1
O=C(O)C1=NOC(CNc2ncc(C(F)(F)F)cc2Cl)C1 (stereo not given),1,0,1554,-4,-4,-14,-8,-3,-0.17,-0.5,-2
COc1ccccc1N1CCN(/N=C/c2ccc(O)c(O)c2)CC1,1.3,3,1417,2,0,-16,-9,-32,0.37,-0.5,-4
O=C(N/C(=C/c1ccc(Br)cc1)C(=O)N1CCCC1)c1ccccc1F,1.2,-3,1567,4,-6,-1,1,-22,-0.63,-0.2,-1
O=C(CCCn1c(=O)[nH]c2ccccc2c1=O)N1CCN(c2ccccn2)CC1,1.5,4,1610,8,-3,-25,-4,-49,-0.19,-0.6,6
Cc1nc(C)c(C)nc1C,0.9,3,1435,-6,nt,-6,nt,5,nt,nt,-4
CN(C)c1ncc(S(=O)(=O)c2ccccc2)c(N)n1,0.9,-3,1740,2,-7,-7,8,13,0.84,-0.4,1

# The list goes on:
SMILES,bIAP activator,PPARg SRC-3 ag,TR-FRET SRC-2 ct,PPARg SRC1 recr,L major viab,S1P3 antagonist,TLR4 MyD88 comp,bIAP inh,ROMK primary,Redox H2O2 prof,PPARg SRC2 recr
CCc1nc2ccccc2c(C(=O)Oc2ccc(C(=O)OC)cc2)c1C,1,4,1526,2,-7,-9,2,3,nt,0.0,8
O=C1Nc2cc(C(=O)N3CCN(Cc4ccccc4)CC3)ccc2SC1N1CCOCC1 (stereo not given),1,2,1306,8,6,-25,4,-1,nt,3.4,-4
COc1ccc2oc(=Nc3cccc(F)c3)c(C(N)=O)cc2c1,1.2,1,1734,5,3,9,2,-24,1.1,11,0
CC(c1nc2ccccc2c(=O)[nH]1)N(C)c1ccc2ccccc2c1 (stereo not given),0.9,-1,1481,-2,22,-6,5,6,-0.41,0.2,-3
CCOC(=O)c1ccc(NC(=S)N(CCCN2CCCC2)Cc2ccco2)cc1,1,-3,1479,4,80*,0,16,-2,-1.7,-0.2,-5
COc1ccc(N2C(=O)CSC23CCC(C(C)(C)C)CC3)cc1 (stereo not given),0.9,-16,1521,-3,-3,nt,2,6,nt,2.6,-5
O=C(NCc1cccnc1)c1cc2nc(-c3cccs3)cc(C(F)(F)Cl)n2n1,1,3,1562,6,27,16,2,-1,-0.37,2.3,5
CCc1cc(SC#N)ccc1N,1,1,1693,5,-4,-8,-3,0,-0.0012,-2.3,5
CC(NC(=O)C(=O)NCCCn1ccnc1)c1ccccc1 (stereo not given),1,-1,1500,1,-6,-16,-13,-2,-0.62,-1.0,3
N#CC1=C2SCC(O)(c3ccccc3)N2C(=O)CC1c1ccccc1 (stereo not given),0.9,2,1641,6,92*,nt,-8,13,1,-1.1,8
CCOc1cc(/C=N/NC(=O)c2cccnc2)ccc1OCc1ccc(C(=O)OC)o1,1.1,2,1547,7,4,-16,1,-13,-0.5,-0.7,2
Nc1nnc(SCC(=O)OCc2ccc(F)cc2)s1,1,5,1459,-1,-5,-2,-7,-1,nt,0.0,-1
NC(=O)C[C@@H]1N[C@]2(C(=O)Nc3ccccc32)[C@@H]2C(=O)N(C3CCCCC3)C(=O)[C@H]12,0.9,-2,1561,-4,2,-19,6,6,0.55,-0.4,4
O=C(CSc1nn(-c2ccccc2)c(=S)s1)Nn1cnnc1,1,-5,1436,-5,-3,-6,-4,1,nt,0.6,5
O=C(CN1C(=O)COc2ccccc21)Nc1ccc2c(c1)OCCO2,1,-1,1548,9,-7,2,-8,-3,nt,-1.0,-1
CCCC(=O)Nc1ccc(N2CCN(C(=O)c3ccccc3C)CC2)cc1,0.9,2,1627,-3,-3,30,3,10,-0.16,-0.5,-1
O=C1CSCC(=O)N1c1ccccc1,1,9,1744,1,-6,nt,9,4,0.031,-0.4,5
Cc1nn(C(=O)c2ccco2)c(C)c1Sc1ccc(Br)cc1,1,-7,1418,-7,-5,nt,10,2,0.03,-2.7,-2
Cc1cccnc1NC(=O)c1cc2c(=O)oc3ccccc3c2s1,0.8,1,1516,-11,48,-10,-5,20,nt,0.1,1
O=C(Cc1ccccc1[N+](=O)[O-])NCc1ccccc1Cl,0.8,3,1440,5,-3,nt,3,16,nt,2.8,0
CCOC(=O)c1[nH]c2ccc(OC)cc2c1NC(=O)NC(C)C,0.9,10,1528,9,-6,nt,-4,6,nt,1.9,14
Cc1nnc(SCc2ccccc2)n1N,1,-9,1367,22*,-4,-62,-13,1,nt,0.3,3
COc1ccc(S(=O)(=O)N2CCC(C(=O)Nc3ccc(OC)c(OC)c3)CC2)cc1C,nt,-7,1541,3,5,7,-10,nt,nt,1.7,9
O=C(Nc1ccc(Cc2ccncc2)cc1)c1cccs1,0.7,-1,1678,2,2,-10,8,30,0.41,-0.6,5
CC/C(Cc1ccccc1)=N/NC(=O)c1cccc(Br)c1,0.9,0,1441,1,-10,4,3,11,-0.78,-0.3,4

# At a glance, ten of the compounds above.
SMILES,bIAP activator,PPARg SRC-3 ag,TR-FRET SRC-2 ct,PPARg SRC1 recr,L major viab,S1P3 antagonist,TLR4 MyD88 comp,bIAP inh,ROMK primary,Redox H2O2 prof,PPARg SRC2 recr
COc1ccc(NS(=O)(=O)c2ccc(NC(=O)c3ccccc3Br)cc2)nn1,0.9,6,1686,5,-10,-15,-12,9,0.47,0.0,1
CCCc1nn(C)c(C(=O)Nc2ccc(CC)cc2)c1Cl,0.9,-1,1463,-6,-5,-6,3,9,0.39,-0.2,0
Cc1cc(C)n(-c2cc(Cl)cc(Cl)c2)c(=O)c1C#N,0.9,2,1753,3,-2,nt,2,12,nt,-0.2,17
CN(C)c1ccc(-n2cccc2/C=C/[N+](=O)[O-])cc1,0.9,9,1728,9,97*,2,7,10,nt,-1.3,2
C=CCn1c(SCC(=O)NC(N)=O)nnc1-c1cc2c(s1)CCC(CC)C2 (stereo not given),1,2,1697,8,-2,-10,5,-4,nt,0.2,6
O=C(O)CCc1ccc(-c2cccs2)n1NC(=O)c1ccc(Cl)cc1,1,-5,1558,6,-1,nt,-1,3,0.13,0.4,2
Cc1ccc(CNc2ncc(-c3ccccc3)n2C)o1,1,-1,1650,0,4,-14,2,-4,-0.94,-1.8,-1
CNCc1ccccc1Sc1ccc(OC)cc1,0.9,-4,1433,5,9,nt,-15,11,-1.8,-7.7,4
COc1ccc(-c2ccc(CCC(=O)O)n2-c2ccc(O)cc2)cc1,1,0,1476,0,-1,-16,3,-4,1.2,-0.4,3
Cc1ccc(NCc2nc3ccccc3n2CCOc2ccccc2)cc1,1,4,1381,0,38,3,-7,-1,nt,0.3,-8

# (next part)
SMILES,bIAP activator,PPARg SRC-3 ag,TR-FRET SRC-2 ct,PPARg SRC1 recr,L major viab,S1P3 antagonist,TLR4 MyD88 comp,bIAP inh,ROMK primary,Redox H2O2 prof,PPARg SRC2 recr
COc1ccc(CN(C(=O)c2ccco2)c2ccccc2)cc1,0.9,14,1500,9,3,nt,-11,6,nt,0.9,8
O=C1[C@@H]2C(Cc3ccc(O)cc3)NC3(C(=O)Nc4ccc(F)cc43)[C@@H]2C(=O)N1c1ccccc1 (stereo not given in full),1,-9,1558,-3,-3,-11,-10,3,-0.39,0.0,3
Cc1ccc(N2CC(C(=O)NCCc3ccc(S(N)(=O)=O)cc3)CC2=O)cc1 (stereo not given),0.8,-13,1370,-3,-7,-5,11,18,nt,2.5,-3
Cc1cc[n+](-c2[nH]c(=O)sc2/C=N/N=C(\[O-])c2ccccc2)cc1C,1,4,1823,10,-8,1,-17,-3,-6.6*,-1.3,3
CCC(C)NC(=O)c1ccc([N+](=O)[O-])c(Cl)c1 (stereo not given),0.9,1,1596,3,-3,11,4,8,nt,0.2,4
CCc1ccccc1NC(=O)CCc1nc(-c2ccc(C)cc2)no1,0.9,-2,1403,2,-3,-16,6,8,nt,-2.9,5
CCOC(=O)c1c(C)[nH]c(N=Nc2ccc(C)cc2C)c1C,1,0,1653,8,0,nt,7,-2,nt,1.8,1

# Part of the list above with just PPARg SRC1 recr, TR-FRET SRC-2 ct and bIAP activator:
mol	PPARg SRC1 recr	TR-FRET SRC-2 ct	bIAP activator
COc1ccc(-c2ccc(CCC(=O)O)n2-c2ccc(O)cc2)cc1	0	1476	1
CCn1cc(C(=O)NC(C)C2CC3CCC2C3)cn1 (stereo not given)	7	1730	0.9
